HepG2 tox – HepG2 cytotoxicity, counter-screen for TGF-b inhibitors; HepG2 CAGA-GFP viability, ATP luminescence, 18 h; Potency, µM (doses to about 46.1 µM), inactives show top-dose activity change, negative = cytotoxicity, actives largely listed as cytotoxic; 410,000 tested, 0.76% active; AID 588856; also: potency is read from the fitted curve at half-maximal effect; some results filed as inactive show a strong effect at the top dose
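CellTiter-Glo luminescence gave cytotoxicity after 18 hours at 37 degrees C. The cells were HepG2 CAGA-GFP in 1% FBS DMEM, stimulated with 500 pg/mL TGF-beta after compound addition. %Activity was normalised to no-cell wells (complete cell-killing) and DMSO (no toxicity), and curves were fitted and classified.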
ATXN viability – viability counter-screen for ATXN expression inhibitors; 400,000 tested, 0.49% active; Potency, µM (highest dose often 56.7 µM), most hits filed as cytotoxic; AID 651635; S2 cells (HEK-293 line with an ATXN2-luciferase reporter) viability, CellTiter-Fluor protease fluorescence, 24 h; also: potency is read from the fitted curve at half-maximal effect; nearly all actives have a fitted effect of over 40% in size
A549 tox – counter-screen for Nrf2 inhibitors: cytotoxicity in A549 cells; A549 ARE-Fluc cells, CellTiter-Fluor viability, 18-24 h; Potency, µM (doses to about 46 µM), inactives show top-dose activity change, negative = cytotoxicity, hits mostly inhibitors; 390,000 tested, 0.16% active; AID 504648; also: potency is read from the fitted curve at half-maximal effect; % is scaled to controls: 0 for no effect and ±100 for the full control effect
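A549 ARE_Fluc cells in 5% FBS OPTI-MEM were exposed to compounds in concentration-response for 18-24 h at 37 deg C. Viability was read by CellTiter-Fluor fluorescence (Ex 405/Em 525) after 30 min, before the luciferase read.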
TGFb SMAD3 inh – TGF-b pathway inhibition. HepG2 CAGA-GFP TGF-b/SMAD3 reporter, GFP fluorescence, 18 h; TGF-beta stimulated, 500 pg/mL final. 410,000 tested, 1.2% active. Potency, µM (doses to about 46.1 µM), inactives show at the highest dose activity, negative = inhibition, most hits filed as inhibitors. AID 588855; also: potency is read from the fitted curve at half-maximal effect; % is scaled to controls: 0 for no effect and ±100 for the full control effect; nearly all actives have a fitted effect of over 65% in size
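Inhibition was scored as loss of TGF-beta-induced (500 pg/mL final, 18 hours, 37 degrees C) GFP in HEPG2 cells carrying a CAGA-GFP reporter, in DMEM with 1% FBS. Well GFP was summed per cell; Activity was normalised to unstimulated and stimulated DMSO wells, then concentration-response fitting.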
Nrf2 block – inhibitors of Nrf2 signaling; A549 ARE-Fluc reporter, luciferase luminescence, 18-24 h; 360,000 tested, 2.1% active; Potency, µM (highest dose often 46 µM), without a hit: at the top dose activity change, negative = inhibition, hits mostly inhibitors; also: potency is read from the fitted curve at half-maximal effect; % is scaled to controls: 0 for no effect and ±100 for the full control effect; nearly all actives have a fitted effect of over 60% in size
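Two sequential reads on A549 ARE_Fluc cells exposed to compound for 18-24 h: a CellTiter-Fluor fluorescence read for viability, then a luciferase luminescence read for Nrf2/ARE activity.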
ATXN2 expr inh – inhibitors of ATXN2 expression | HEK-293 ATXN2-luciferase reporter, luminescence, 24 h | Potency, µM (series often up to 57 µM), without a hit: at the top dose activity change, negative = inhibition, actives largely listed as inhibitors | 360,000 tested, 0.72% active | AID 1745845; also: potency is read from the fitted curve at half-maximal effect; % is scaled to controls: 0 for no effect and ±100 for the full control effect; nearly all actives have a fitted effect of over 55% in size
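qHTS (up to 57 uM final) was run with 24 h compound exposure of reporter cells at 37 °C. Each well was multiplexed: SteadyGlo luminescence measured ATXN2-luciferase expression after a fluorogenic Gly-Phe-AFC viability readout (25 uM final).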
MCF10A rerep – induces DNA re-replication in MCF 10a normal breast cells; MCF 10A DNA re-replication, Hoechst nuclear intensity, 48 h; Potency, µM (top dose mostly 46.1 µM), for the others: top-dose activity, positive = re-replication, most hits filed as activators; 350,000 tested, 2.9% active; also: potency is read from the fitted curve at half-maximal effect; % of control where 0% means no effect; nearly all actives have a fitted effect of over 50% in size
Nrf2 ARE act – Nrf2 pathway activation; 410,000 tested, 0.31% active; Potency, µM (series often up to 46.1 µM), inactives show at the highest dose activation, usual class: activators; AREc32 ARE-luciferase reporter (MCF7-derived line), luminescence, 24 h; also: potency is read from the fitted curve at half-maximal effect; % of control where 0% means no effect; nearly all actives have a fitted effect of over 65% in size
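Cells of the AREc32 ARE-luciferase line are plated in OPTI-MEM containing 5% FBS and left overnight at 37 deg C. Compounds are pinned in, incubation continues 24 hr, and firefly luciferase signal is then measured.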
IL-1B inflam inh – inflammasome signaling inhibition, IL-1 beta readout. THP-1 LPS/ATP IL-1B secretion, AlphaLISA, 16 h; active compounds read low. activity change, % at 57.5 µM. 360,000 tested, 4.7% active. AID 743279; in the data active = activity change below about -50%; inconclusive = mostly about -30% to -49%; also: % is scaled to controls: 0 for no effect and ±100 for the full control effect
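THP-1 cells pretreated 1 hr with compounds (up to 57.5 uM final), then stimulated with LPS (250 ng/mL final) plus ATP (1.25 mM final); secreted IL-1B measured by AlphaLISA after 16 hr, decreased signal indicating inhibition.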
Active calls of the source: *; i = inactive; ? = inconclusive; / = no result given; [ ] = another dose, or the depositor's remark. Unless noted, calls follow the shape of the dose curve; as a rule, active = well fitted curve in the direction sought with a large enough effect; inconclusive = small, poorly fitted or top-dose-only effect, or another doubt; inactive = no such curve, though single readings can be large; an effect the other way counts as inactive or inconclusive.

1) C#CCOCCOCCOCCNc1nc(N2CCN(C(=O)[C@H](CCC(=O)O)n3cc([C@@H](N)[C@H](C)CC)nn3)CC2)nc(N2CCN(C(=O)[C@H](CCCCN)n3cc([C@@H](N)CC(N)=O)nn3)CC2)n1
2) CCCCN(C)C(=O)C1CCN(Cc2cccnc2)CC1
3) CC(C)(C)CC(C)(C)NC(=S)NC1CCN(Cc2ccccc2)CC1
4) O=[N+]([O-])c1ccc(CS(=O)Cc2ccccc2)cc1 (stereo not given)
5) NC(=S)c1ccc(C(N)=S)o1
6) COc1ccc(C(=O)Nc2ccc(C(=O)OCC(=O)c3cccc4ccccc34)cc2)cc1
7) COc1ccccc1N1C(=S)N=C(Nc2c(C)cccc2C)C12CCCC2
8) NS(=O)(=O)c1ccc(N2N=C(c3ccccc3)CC2c2ccc(Br)cc2)cc1 (stereo not given)
assay / entry	1	2	3	4	5	6	7	8
ATXN2 expr inh	9%	-13%	?	2%	-8%	5%	46%[activator]	?
ATXN viability	i	i	?	i	i	i	i	?
Nrf2 ARE act	0.2%	-0.2%	3.6%	0.0%	-0.1%	-0.7%	0.3%	-1.3%
TGFb SMAD3 inh	3%	2%	?	?	10%	-10%	3%	?
MCF10A rerep	2%	8%	?	-4%	16%	-3%	1%	/
Nrf2 block	2%	-1%	-8%	5%	-19%	-10%	?	/
HepG2 tox	-3%	1%	-46%	12%	-1%	-11%	25%	28µM*
A549 tox	2%	3%	-16%	0%	6%	-8%	-7%	/
IL-1B inflam inh	21	-15	-104*	-10	-1	12	-1	-25

Seven entries from above, with bars between the fields:
item | molecule | ATXN2 expr inh | ATXN viability | Nrf2 ARE act | TGFb SMAD3 inh | MCF10A rerep | Nrf2 block | HepG2 tox | A549 tox | IL-1B inflam inh
1 | C#CCOCCOCCOCCNc1nc(N2CCN(C(=O)[C@H](CCC(=O)O)n3cc([C@@H](N)[C@H](C)CC)nn3)CC2)nc(N2CCN(C(=O)[C@H](CCCCN)n3cc([C@@H](N)CC(N)=O)nn3)CC2)n1 | 9% | i | 0.2% | 3% | 2% | 2% | -3% | 2% | 21
2 | CCCCN(C)C(=O)C1CCN(Cc2cccnc2)CC1 | -13% | i | -0.2% | 2% | 8% | -1% | 1% | 3% | -15
3 | CC(C)(C)CC(C)(C)NC(=S)NC1CCN(Cc2ccccc2)CC1 | ? | ? | 3.6% | ? | ? | -8% | -46% | -16% | -104*
4 | O=[N+]([O-])c1ccc(CS(=O)Cc2ccccc2)cc1 (stereo not given) | 2% | i | 0.0% | ? | -4% | 5% | 12% | 0% | -10
5 | NC(=S)c1ccc(C(N)=S)o1 | -8% | i | -0.1% | 10% | 16% | -19% | -1% | 6% | -1
6 | COc1ccc(C(=O)Nc2ccc(C(=O)OCC(=O)c3cccc4ccccc34)cc2)cc1 | 5% | i | -0.7% | -10% | -3% | -10% | -11% | -8% | 12
7 | COc1ccccc1N1C(=S)N=C(Nc2c(C)cccc2C)C12CCCC2 | 46%[activator] | i | 0.3% | 3% | 1% | ? | 25% | -7% | -1

(more compounds)
9) O=C(O)C1Sc2[nH]c(=O)sc2C2c3cc(Br)ccc3OC(=O)C12 (stereo not given)
10) COc1ccc(-c2cn3cccnc3n2)cc1NC(=O)Nc1cc(C)ccc1C
11) CC12CN(NC(=O)c3ccccc3F)C3(C#N)CC1CCC23C (stereo not given)
12) CC1CC1c1ccc(/C=C(\C#N)C(=O)Nc2ccc(Cl)cc2Cl)o1 (stereo not given)
13) Cc1cc(=O)n2nc(N3CCCC3C(=O)NCCCN3CC(C)CC(C)C3)sc2n1 (stereo not given)
14) COc1ccc(CCNC(=O)c2cc(-c3ccc(C)c(C)c3)nc3ccccc23)cc1OC
15) CCCCN(C(=S)NC(=O)c1ccccc1)c1c(N)n(Cc2ccccc2)c(=O)[nH]c1=O
16) COc1ccc(NC(=O)c2nn(C)cc2[N+](=O)[O-])cc1
assay / entry	9	10	11	12	13	14	15	16
ATXN2 expr inh	19%	?	-10%	6%	-10%	-5%	0%	7%
ATXN viability	i	?	i	i	i	?	i	i
Nrf2 ARE act	-0.5%	11%	0.5%	-0.5%[9.22 µM]	0.2%	4.6%	-0.1%	?
TGFb SMAD3 inh	0%	-14%	11%	-13%	14%	-23%	-6%	-2%
MCF10A rerep	4%	/	3%	16µM*	-4%	/	6%	?
Nrf2 block	?	?	-2%	-12%	-13%	/	4%	28%
HepG2 tox	1%	-21%	-15%	-45%	18%	-36%	15%	-3%
A549 tox	3%	-15%	0%	-1%	0%	-5%	8%	14%
IL-1B inflam inh	34	/	11	-1	-6	/	3	7

17) COC(=O)c1ccc(S(=O)(=O)c2ccc(C(=O)OC)s2)s1
18) CCN(CC)c1ccc(NC(=O)c2cc(OC)cc(OC)c2)c(C)c1
19) CCOc1ccc(-c2n[nH]c3c2C(c2cccs2)N(c2ccc(Br)cc2)C3=O)cc1 (stereo not given)
20) Oc1ccc(Br)cc1C=Nc1ccc2[nH]ncc2c1
21) Cc1nc(C)c(-c2ccc(SCC(=O)Nc3ccc(C)c(Cl)c3)nn2)s1
22) CCOC1=C2[C@@H](CN(S(=O)(=O)c3ccc(C)cc3)[C@H]2c2ccccc2Cl)[C@H]2C(=O)N(C)C(=O)[C@H]2C1
23) O=C(NCCCn1ccnc1)C(=O)NCC1OCCCN1S(=O)(=O)c1ccc(F)cc1 (stereo not given)
24) CC(C)OCCCNC(=O)C1CC(=O)N(CCc2ccc(F)cc2)C1 (stereo not given)
assay / entry	17	18	19	20	21	22	23	24
ATXN2 expr inh	-3%	-7%	/	-17%	-10%	12%	/	4%
ATXN viability	i	?	/	i	i	i	i	i
Nrf2 ARE act	-0.1%	-0.7%	0.2%	0.4%	-0.6%	1.1%	-1.2%	-0.4%
TGFb SMAD3 inh	-1%	?	6.3µM*	0%	-19%	0%	10%	22%
MCF10A rerep	?	2.1µM*	/	-3%	9%	/	18%	1%
Nrf2 block	10%	-8%	23µM*	-5%	-5%	/	-10%	-7%
HepG2 tox	1%	6%	-61%	37%	6%	-3%	21%	-5%
A549 tox	-2%	-10%	-24%	1%	-6%	/	21%	0%
IL-1B inflam inh	3	7	/	15	i	0	-17	4

25) COc1ccc(-c2csc(NC(=O)CCn3cnc4ccccc4c3=O)n2)cc1OC
26) COC(=O)[C@]1(Sc2ccccc2)CC(=O)N[C@@H]1c1ccccc1
27) Cc1ccc2c(c1)c1c3n2CCN(CC#N)C3CCC1 (stereo not given)
28) O=C(O)CCn1c(C2CCCCC2)nc2ccccc21
29) CCn1c(SCC(=O)Nc2ccc(OC)c(OC)c2)nnc1-c1cnccn1
30) COc1cc(/C=C/C(=O)Nc2nnc(C(C)(C)C)s2)cc(OC)c1OC
31) O=C(N[C@@H](Cc1ccccc1)C(=O)N1CCC2(CC1)NCCc1[nH]cnc12)c1cccc(Br)c1
32) O=C(C[n+]1cc(-c2ccc(Br)cc2)n2c1CCCCC2)c1ccccc1
assay / entry	25	26	27	28	29	30	31	32
ATXN2 expr inh	-37%	7%	-28%	-1%	6%	9%	-28%	-15%
ATXN viability	?	i	i	?	i	i	i	i
Nrf2 ARE act	-0.4%	-0.5%	-0.2%	-0.6%	0.3%	1.8%	3.1%	-0.3%
TGFb SMAD3 inh	-9%	/	1%	-1%	7%	5%	?	5%
MCF10A rerep	-5%	/	15%	1%	8%	-1%	-1%	-30%[inhibitor]
Nrf2 block	?	/	?	-8%	-13%	-21%	?	-3%
HepG2 tox	-21%	/	-6%	0%	-1%	5%	-50%	-12%
A549 tox	-1%	/	21%	0%	1%	6%	?	2%
IL-1B inflam inh	?	9	-9	4	-10	-9	?	-56*

33) COc1ccccc1C1C(C(=O)N2CCCCC2)=C(C)Nc2nc3ccccc3n21 (stereo not given)
34) Cn1ncc2c(Nc3ccc(Cl)cc3)ncnc21
35) O=C(Nc1ccccc1)C1CCOC1=O (stereo not given)
36) O=C(COC(=O)c1ccc(S(=O)(=O)NCc2ccco2)cc1)NCCC1=CCCCC1
37) COc1cc(S(=O)(=O)N2CCN3CCCC3C2)ccc1-n1cnnn1 (stereo not given)
38) CO[C@H]1[C@@H]2C=CO[C@@H](O[C@H]3O[C@@H](CO)[C@H](O)[C@@H](O)[C@@H]3O)[C@@H]2[C@@]2(CO)O[C@@H]12
39) CCCCn1c(=O)c2c(O)cc(=O)oc2c2ccccc21
40) O=C(Cc1ccc(S(=O)(=O)N2CCOCC2)s1)N1CCN(S(=O)(=O)c2ccccc2[N+](=O)[O-])CC1
41) Cc1ccccc1CS(=O)(=O)c1nnc([C@H](Cc2ccccc2)NC(=O)OC(C)(C)C)o1
42) CCCCC(CC)CNS(=O)(=O)c1ccc2c(c1)CCN2C(=O)CCC(=O)O (stereo not given)
assay / entry	33	34	35	36	37	38	39	40	41	42
ATXN2 expr inh	-1%	/	-18%	-2%	8%	1%	-18%	-11%	?	3%
ATXN viability	i	i	i	i	i	i	i	i	/	i
Nrf2 ARE act	0.6%	5.2%	-0.5%	-0.5%	0.1%	0.7%	0.2%	2.3%	-0.6%	0.0%
TGFb SMAD3 inh	-4%	5%	9%	2%	1%	-22%	17%	-11%	?	-9%
MCF10A rerep	/	0%	-3%	8%	-2%	-9%	-5%	-7%	?	3%
Nrf2 block	-7%	-2%	5%	-1%	1%	5%	-1%	?	23µM*	14%
HepG2 tox	-5%	-11%	14%	-9%	6%	12%	-16%	-36%	-102%	11%
A549 tox	-1%	9%	0%	0%	-5%	-5%	-2%	-9%	-6%[1.84 µM]	1%
IL-1B inflam inh	/	12	11	9	0	15	42	-7	?	-1

Compound activity (PubChem)
